TRHR ag: activates the human TRH receptor | P34981 | TRHR cells, calcium flux fluo-8, FDSS agonist mode | activation, % at 2 µM | 360,000 tested, 0.18% active | AID 493084; in the data active means activation above about 30%; further: 0% is about no effect
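Agonist-mode FDSS calcium read (Ex 480/Em 530, 1 s cycles) in 1536-well TRHR cells with fluo-8 dye, after 10-cycle baseline and 23 nL compound addition; TRH at EC20 (10 nM final) added afterwards for the enhancer phase.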
D2 antagonist: antagonizes the human D2 dopamine receptor | HEK293 TREx D2 cells, calcium flux, dopamine EC80 | inhibition, % at 10 µM | 340,000 tested, 2% active; in the data active means inhibition above about 30%; further: 0% is about no effect
Target sequence (P14416 whole entry, looked up): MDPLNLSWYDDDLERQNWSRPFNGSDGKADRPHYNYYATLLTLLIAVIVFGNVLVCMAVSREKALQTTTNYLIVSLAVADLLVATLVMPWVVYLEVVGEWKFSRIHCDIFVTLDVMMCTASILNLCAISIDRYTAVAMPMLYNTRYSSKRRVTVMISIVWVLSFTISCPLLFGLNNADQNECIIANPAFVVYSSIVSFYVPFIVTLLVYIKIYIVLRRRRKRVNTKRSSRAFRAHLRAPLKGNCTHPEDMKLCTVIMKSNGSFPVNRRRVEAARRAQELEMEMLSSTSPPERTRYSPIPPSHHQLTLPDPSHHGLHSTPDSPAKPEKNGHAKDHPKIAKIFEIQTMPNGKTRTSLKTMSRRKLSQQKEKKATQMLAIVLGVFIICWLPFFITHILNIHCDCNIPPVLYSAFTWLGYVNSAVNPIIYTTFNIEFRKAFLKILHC
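Measurement of antagonist activity uses fluorescent calcium dye in inducible HEK293 T-REx D2 cells: 10 s baseline, compound addition with 180 s read, EC80 dopamine addition with a further 180 s read.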
USP1-UAF1 inh: inhibitors of human USP1/UAF1 deubiquitinase | recombinant USP1/UAF1, Ub-Rhodamine cleavage fluorescence | Potency, µM (series often up to 57.1 µM), inactives show at the top dose activity change, negative = inhibition, hits mostly inhibitors | 390,000 tested, 0.23% active | O94782; further: potency means the concentration at half of the fitted maximal effect; on the % scale 0 is the no-effect control and ±100 the full control effect; nearly all actives have a fitted effect of over 60% in size; inactives centre near -12
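1 nM enzyme complex + cpd, 15 min RT; start with Ub-Rho 150nM final; kinetic fluorescence ex 480/em 540, 6 reads q60 s. Buffer 50mM HEPES pH 7.8, 0.5mM EDTA, 0.1 mg/ml BSA, 1mM TCEP, 0.01% Tween-20.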
D2 ag: activates the human D2 dopamine receptor | P14416 | HEK293 T-REx D2 cells, calcium flux agonist mode | activation, % at 2 µM | 340,000 tested, 0.53% active | AID 485358;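 active means activation over 3 SD above normal in the single-dose calcium agonist read, cut at about 30% in these data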; further: 0% is about no effect
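HEK293 Trex D2 cells, tetracycline-induced, o/n 30 C 5% CO2; no-wash Ca dye, RT 30–90 min; 10-cycle baseline, 23 nl cpd added, kinetic Ca read 180 s; agonist hits = positive Ca response.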
TRHR PAM: allosteric enhancers of human TRH receptor. P34981. TRHR cells, fluo-8 calcium fluorescence, EC20 TRH enhancement. enhancement, % at 2 µM. 360,000 tested, 0.66% active; in the data active means enhancement above about 30%; further: 0% is about no effect
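TRHR-expressing cells loaded with fluo-8 calcium dye were read kinetically (ex 480/em 530) during compound addition, then stimulated with an EC20 of TRH (10 nM final). Enhancement of the Gq-mediated intracellular calcium response was scored.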
TrxR1 substrate: is turned over as a substrate by rat TrxR1; purified TrxR1 substrate turnover, NADPH consumption readout; Potency, µM (top dose mostly 114 µM), for inactives: at the highest dose activity change, negative = substrate turnover; 390,000 tested, 0.01% active; AID 588456; further: potency means the concentration at half of the fitted maximal effect; on the % scale 0 is the no-effect control and ±100 the full control effect; nearly all actives have a fitted effect of over 50% in size
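Rat TrxR1, dispensed at 90 nM, was prereduced with 400 uM NADPH (final) for 5 min at ~22 deg C, then incubated with compound 15 min before 400 uM selenite. A first-read NADPH fluorescence drop versus no-compound background flagged substrates.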
rTrxR1 inhibitor: rat TrxR1 inhibition | O89049 | recombinant rTrxR1, NADPH fluorescence consumption, selenite substrate | Potency, µM (doses to about 114 µM), for the others: at the highest dose activity change, negative = inhibition, hits mostly inhibitors | 390,000 tested, 1% active | AID 588453; further: potency means the concentration at half of the fitted maximal effect; on the % scale 0 is the no-effect control and ±100 the full control effect; nearly all actives have a fitted effect of over 65% in size
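Rat TrxR1 (90 nM in the dispensed reagent) was pre-reduced with 400 uM NADPH for 5 min at room temperature, then incubated with compound for 15 min. After 400 uM selenite was added, NADPH fluorescence (Ex 340/Em 450 nm) was followed for 8 min.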
mIDH1 inhibitor: human IDH1 R132H inhibition; 390,000 tested, 0.093% active; AID 602179; O75874; Potency, µM (series often up to 76.6 µM), for the others: at the highest dose activity change, negative = inhibition, actives largely listed as inhibitors; IDH1-R132H enzyme, NADPH consumption, diaphorase/resazurin fluorescence; further: potency means the concentration at half of the fitted maximal effect; on the % scale 0 is the no-effect control and ±100 the full control effect; nearly all actives have a fitted effect of over 65% in size
Target sequence (O75874 whole entry R132H, stated change not applied): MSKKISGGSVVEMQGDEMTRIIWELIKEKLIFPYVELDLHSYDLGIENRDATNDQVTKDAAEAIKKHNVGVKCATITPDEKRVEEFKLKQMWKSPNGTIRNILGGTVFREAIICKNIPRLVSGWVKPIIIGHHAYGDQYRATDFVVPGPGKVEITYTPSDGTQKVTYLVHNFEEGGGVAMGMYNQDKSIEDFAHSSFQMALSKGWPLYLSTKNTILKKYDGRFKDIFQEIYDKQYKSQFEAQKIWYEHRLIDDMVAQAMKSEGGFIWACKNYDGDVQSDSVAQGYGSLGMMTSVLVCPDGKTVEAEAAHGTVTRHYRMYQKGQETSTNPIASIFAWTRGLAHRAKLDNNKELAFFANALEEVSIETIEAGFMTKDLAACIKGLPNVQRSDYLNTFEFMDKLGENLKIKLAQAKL
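IDH1-R132H (0.5 ug/mL) preincubated 30 min with compound, then NADPH (0.016 mM) and alpha-KG (2 mM) added; 80 min at RT, pH 7.5. Remaining NADPH coupled via diaphorase/resazurin to fluorescence (540/590 nm); concentration-response curves normalized to no-enzyme control.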
PI4K2A inh: inhibitors of human PI4K2A; 420,000 tested, 0.13% active; purified PI4K2A, ADP-Glo luminescence, 1 h; stronger effect = lower value; activity change, negative = inhibition, % at 76.9 µM; Q9BTU6; AID 1346378; in the data active means activity change below about -50%; inconclusive means mostly about -30% to -49%;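 further: -100% = wells without enzyme as full effect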
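PI4K2A activity was measured by ADP-Glo luminescence: enzyme (4 ug/mL stock) and phosphatidylinositol (1.2 mM stock) in Tris pH 7.5/MgCl2/EGTA/Triton X-100 buffer were reacted with ATP (300 microM stock) for one hour at ambient temperature.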
The depositor's hits bear a star; ? = inconclusive; · = no result given; [ ] = dose if it differs, or a comment. Unless noted, the call rests on the fitted dose curve; in most records, active means well fitted inhibition curve with a large enough effect; inconclusive means small, poorly fitted or top-dose-only effect; inactive means no such curve, though single readings can be large or run the other way.

SMILES	TRHR ag	D2 antagonist	USP1-UAF1 inh	D2 ag	TRHR PAM	TrxR1 substrate	rTrxR1 inhibitor	mIDH1 inhibitor	PI4K2A inh
CCOC(=O)C1CCN(S(=O)(=O)NC[C@H]2O[C@@H](n3cnc4c(N)ncnc43)[C@H](O)[C@@H]2O)C1 (stereo partly specified)	·	·	-10%	·	·	0%	19%	-6%	-7
CSc1nnc(-c2cccc(NC(=O)c3ccccc3)c2)n1C	-0.1	4	-4%	0.1	10	-1%[57.1 µM]	6%[57.1 µM]	5%	2
C#CCOCCOCCOCCNc1nc(N2CCN(C(=O)[C@H](C(C)C)n3cc(CCO)nn3)CC2)nc(N2CCN(C(=O)[C@H](C(C)C)n3cc(CCO)nn3)CC2)n1	-0.2	-5	-14%	0.0	6	8%[57.1 µM]	4%[57.1 µM]	-6%	-6
O=C(CCNC(=O)OCc1ccccc1)NC1CCCCC1	-0.3	-13	-15%	0.5	7	7%	20%	0%	-2
COc1ccc(Nc2ccc([N+](=O)[O-])c3nonc23)c(OC)c1	1.2	0	-9%	-2.8	-6	-6%	9%	-6%	-9
O=C(O)C1CC=CCC1C(=O)Nc1cccc(F)c1 (stereo unspecified)	-2.2	-8	-9%	-0.8	4	7%	9%	-7%	1
C#CC(C)OC(=O)Nc1cnccc1C(F)(F)F (stereo unspecified)	0.7	-4	-12%	2.1	2	-8%	-7%	-8%	3
Cc1cccc(C)c1-n1nnnc1SCSc1nnnn1-c1c(C)cccc1C	0.2	7	-10%	-0.7	-4	7%	21%	-1%	2
COc1cccc(-c2cc(C(F)(F)F)nc(-n3cncn3)n2)c1	0.3	0	-20%	0.2	4	11%[57.1 µM]	10%	7%	2
O=C(CSc1nc2c([nH]c3ccccc32)c(=O)n1-c1ccc(F)cc1)NCc1ccc(F)cc1	-1.0	·	-19%	0.1	-8	4%[57.1 µM]	17%[57.1 µM]	7%	-1
O=C(NCCc1ccccc1)C1CC(=O)N(C2CCCCC2)C1 (stereo unspecified)	0.3	·	-9%	·	0	-16%	-19%	-4%	-5
Cc1nc(NC(=O)C2CC2)sc1C(=O)Nc1cccc(Cl)c1	-0.5	12	-27%	0.6	6	1%	15%	4%	0

3 of the entries above in order of their number in USP1-UAF1 inh, largest number first:
Structure,USP1-UAF1 inh
CSc1nnc(-c2cccc(NC(=O)c3ccccc3)c2)n1C,-4%
Cc1cccc(C)c1-n1nnnc1SCSc1nnnn1-c1c(C)cccc1C,-10%
O=C(CSc1nc2c([nH]c3ccccc32)c(=O)n1-c1ccc(F)cc1)NCc1ccc(F)cc1,-19%

The list continues:
SMILES	TRHR ag	D2 antagonist	USP1-UAF1 inh	D2 ag	TRHR PAM	TrxR1 substrate	rTrxR1 inhibitor	mIDH1 inhibitor	PI4K2A inh
CN1CCN(S(=O)(=O)c2ccccc2)CC1	0.9	11	-8%	0.1	2	-2%	4%	2%	-1
COc1ccc(Cc2nc3ccccc3n2Cc2ccccc2C)cc1	0.6	·	-23%	1.7	-3	-6%	0%	12%	-2
Cc1cccc(C)c1NC(=O)COC(=O)CNC(=O)C1CCCCC1	0.2	·	-13%	·	6	5%	16%	-1%	-3
O=C(COc1ccccc1Cl)NCCCNC(=O)c1cccnc1	-0.4	·	-6%	·	27	1%	4%	-8%	-19
Cc1ccc(-c2nc(CS(=O)(=O)CC(=O)N3CCN(c4ccccc4)CC3)c(C)o2)cc1	-0.4	·	-12%	2.1	0	9%	22%	4%	0
COC(=O)N/N=C/c1ccccc1OCc1ccccc1	-0.6	-4	-17%	0.0	0	7%	9%	9%	1
CCc1ccccc1NC(=O)CN(C)Cc1nc(N)nc(Nc2ccccc2C)n1	-0.7	7	-16%	-0.7	6	3%	16%	5%	6
O=S(=O)(c1cccc(-c2csc(N/N=C/c3ccco3)n2)c1)N1CCOCC1	-0.8	-3	-18%	-1.5	-1	-3%	5%	1%	3
O=C(Nc1nc(-c2ccc(Cl)cc2Cl)cs1)c1ccc(OCC2CCCO2)cc1 (stereo unspecified)	0.1	3	-19%	-0.4	-2	8%[57.1 µM]	19%[57.1 µM]	2%	-3
COc1ccc(S(=O)(=O)N(CC(=O)NCc2ccco2)c2ccc(C)cc2)cc1OC	-1.1	-9	5%	-0.7	10	3%[57.1 µM]	6%[57.1 µM]	-1%	-5
CCc1ccccc1NS(=O)(=O)c1ccc2[nH]cc(C(=O)N(CC(C)C)CC(C)C)c(=O)c2c1	0.4	·	-25%	-0.1	6	3%[57.1 µM]	22%[57.1 µM]	3%	-2
COc1ccc(CCN=C(N)NS(=O)(=O)c2cc(F)ccc2F)cc1	-1.2	3	-19%	-0.7	7	-5%	5%	8%	-6
O=C(Nc1c(C(=O)Nc2cccc(C(F)(F)F)c2)oc2ccccc12)c1cc(=O)c2ccccc2o1	0.5	·	-9%	0.5	3	2%	34%	-3%	1
Cc1cc(CNC(=O)COc2c(F)c(F)cc(F)c2F)c2ccccc2n1	0.4	-19	-11%	1.2	0	2%	7%	7%	7
COCCNC(=O)c1cccc(OC2CCN(Cc3ccc(F)cc3OC)CC2)c1	0.6	10	-23%	0.6	0	-2%	8%	-8%	7
Cc1cc(C)n(-c2ccc(C(=O)OCC(=O)Nc3ccc([N+](=O)[O-])cc3)cc2)n1	1.1	17	-17%	-1.2	-4	-6%	7%[0.457 µM]	1%	-4
CC(=O)Nc1sc2c(c1CN1CCN(C)CC1)CCCC2	-0.4	24	-8%	0.6	0	6%	6%	6%	6
[O-]C1=N/[N+](=C/c2ccccc2Cl)CC1	0.1	-1	-10%	-1.0	0	-26%[57.1 µM]	?	9%	-7
CCCn1c(N)c(Br)c(=O)[nH]c1=O	-0.1	3	-1%	1.0	16	6%	20%	3%	-5
Cc1c(C(=O)NCCC2=CCCCC2)oc2ccc(S(=O)(=O)N3CCOCC3)cc12	0.2	5	-7%	-0.2	-3	-6%	-3%	6%	3
CC(=O)N1c2ccc(S(=O)(=O)NCC3CCC(C(=O)Nc4ncccc4C)CC3)cc2CC1C (stereo unspecified)	2.4	-7	-18%	-0.2	1	0%	6%	-3%	-3
O=C(N1CCOCC1)N1c2ccccc2CC(N2CCOCC2)c2ccccc21 (stereo unspecified)	2.9	-16	-7%	0.8	17	7%[57.1 µM]	-13%	-1%	-2
C[C@@H]1CN(Cc2nc(Cc3ccccc3F)no2)C[C@H](C)O1	0.7	-5	?	0.4	0	-13%[57.1 µM]	20%[57.1 µM]	10%	-3
O=C(Nc1ccc(Cl)cc1)c1nc[nH]c1C(=O)NCCN(CCNC(=O)c1[nH]cnc1C(=O)Nc1ccc(Cl)cc1)CCNC(=O)c1[nH]cnc1C(=O)Nc1ccc(Cl)cc1	·	·	-7%	·	·	-1%	6%[2.29 µM]	-8%[38.3 µM]	1
Cn1cc(C(=O)NC2CCCCCCC2)c(=O)c2cc(S(=O)(=O)N3CCCC3)ccc21	1.5	-10	-12%	1.6	-1	-9%	-17%	1%	-5
Cc1nc(S/C(C(=O)O)=C2/C(=O)Nc3ccccc32)n[nH]1	0.3	7	-13%	9.2	4	-14%	-9%	-7%	-7
CN1C(=O)c2oc3ccccc3c(=O)c2C1c1ccccn1 (stereo unspecified)	-0.7	4	-28%	0.5	-1	7%[57.1 µM]	2%[57.1 µM]	2%	-1
COC(=O)C1=C(C)N(c2ccc(OC)c(OC)c2)C(=O)C1	0.2	-6	-7%	-0.3	7	-3%	?	1%	-2
C=CCn1c(SCC(=O)c2ccc(CNC(C)=O)o2)nc2ccccc2c1=O	-0.6	-1	-20%	0.4	2	11%[57.1 µM]	-28%	3%	-12

Another view of part of the listing above.
> Cn1cc(C(=O)NC2CCCCCCC2)c(=O)c2cc(S(=O)(=O)N3CCCC3)ccc21
  TRHR ag: 1.5 | D2 antagonist: -10 | USP1-UAF1 inh: -12% | D2 ag: 1.6 | TRHR PAM: -1 | TrxR1 substrate: -9% | rTrxR1 inhibitor: -17% | mIDH1 inhibitor: 1% | PI4K2A inh: -5
> Cc1nc(S/C(C(=O)O)=C2/C(=O)Nc3ccccc32)n[nH]1
  TRHR ag: 0.3 | D2 antagonist: 7 | USP1-UAF1 inh: -13% | D2 ag: 9.2 | TRHR PAM: 4 | TrxR1 substrate: -14% | rTrxR1 inhibitor: -9% | mIDH1 inhibitor: -7% | PI4K2A inh: -7

Copied from the list.
For TRHR PAM, `CN1C(=O)c2oc3ccccc3c(=O)c2C1c1ccccn1` (stereo unspecified) has -1
For D2 antagonist, `COC(=O)C1=C(C)N(c2ccc(OC)c(OC)c2)C(=O)C1` has -6
For TRHR ag, `Cc1nc(S/C(C(=O)O)=C2/C(=O)Nc3ccccc32)n[nH]1` has 0.3
For TrxR1 substrate, `C=CCn1c(SCC(=O)c2ccc(CNC(C)=O)o2)nc2ccccc2c1=O` has 11%[57.1 µM]

Screens as filed in PubChem BioAssay.
